PrPC TRFRET: cell surface PrPC inhibition, primary TR-FRET screen; P04156; TR-FRET read-out; inhibition, % at 13.8 µM; actives 0.43% (n = 370,000); AID 720596; in the data active = inhibition above about 24%; note: 0% = median of the test wells and 100% = reference compound wells
MazF activator: increases E. coli MazEF RNase cleavage of RNA; P0AE70; actives 0.32% (n = 350,000); activation, % at 20 µM; FAM/BHQ RNA-DNA oligo cleavage fluorescence, 5 h; AID 504720; in the data active = activation above about 50%
Target sequence (P0AE70 whole entry, looked up): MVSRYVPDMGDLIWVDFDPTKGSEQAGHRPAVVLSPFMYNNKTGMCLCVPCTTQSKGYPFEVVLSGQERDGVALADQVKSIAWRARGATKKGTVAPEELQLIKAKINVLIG
Mtb BioA inh: blocks M. tuberculosis BioA enzyme activity; purified M. tuberculosis BioA enzyme, plate reader; inhibition, % at 9.99 µM; actives 0.096% (n = 360,000); AID 602481; in the data active = inhibition above about 40%; inconclusive = no clear call, values can overlap the other calls
Mtb UGM inh: blocks M. tuberculosis UGM enzyme. actives 0.06% (n = 320,000). inhibition, % at 10 µM. purified UGM, fluorescence polarization probe displacement. P9WIQ1; in the data active = inhibition above about 10%, passing the limit was not always enough; inconclusive = no clear call, values can overlap the other calls
Rv3671c inh: inhibitors of M. tuberculosis serine protease Rv3671c; P9WHR9; inhibition, % at 5.96 µM; actives 0.048% (n = 320,000); AID 2606; in the data active = inhibition above about 38%;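 note: extracellular domain of Rv3671c used as enzyme; 0% = enzyme with DMSO and 100% = no enzyme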
Target sequence (P9WHR9 whole entry, looked up, the tested form may be a part): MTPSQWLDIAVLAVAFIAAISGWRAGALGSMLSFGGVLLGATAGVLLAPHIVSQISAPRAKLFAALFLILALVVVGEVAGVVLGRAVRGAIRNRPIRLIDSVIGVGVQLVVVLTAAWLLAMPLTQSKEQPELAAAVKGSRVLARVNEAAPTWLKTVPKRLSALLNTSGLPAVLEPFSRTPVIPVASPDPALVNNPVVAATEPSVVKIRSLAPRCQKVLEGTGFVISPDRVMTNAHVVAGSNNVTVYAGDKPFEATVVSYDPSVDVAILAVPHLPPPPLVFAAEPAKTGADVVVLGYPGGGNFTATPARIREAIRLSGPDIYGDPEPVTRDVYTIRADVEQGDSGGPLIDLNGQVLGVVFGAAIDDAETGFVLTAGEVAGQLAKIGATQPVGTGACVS
FadD28 FP inh: inhibitors of Mycobacterium tuberculosis FadD28 bisubstrate binding. FadD28 bisubstrate probe binding, fluorescence polarization. inhibition, % at 12.5 µM. actives 0.22% (n = 360,000); in the data active = inhibition above about 8.5%, passing the limit was not always enough; inconclusive = no clear call, values can overlap the other calls
GDH-TPI inh: inhibits GDH-TPI coupling enzymes, artifact for Mtb FBA screen; GDH-TPI coupled enzyme counterscreen, NADH absorbance; actives 1.2% (n = 360,000); AID 588335; inhibition, % at 4.8 µM; in the data active = inhibition above about 30%;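 note: 0% = DMSO wells and 100% = wells lacking the enzyme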
BoNT F protease: blocks Botulinum neurotoxin F light chain protease | Multiplex microsphere protease cleavage assay, flow cytometry | inhibition, % at 10 µM | actives 0.22% (n = 360,000) | AID 588497; in the data active = inhibition above about 35%, passing the limit was not always enough; inconclusive = no clear call, values can overlap the other calls; note: plate controls were buffer without enzyme for full effect and enzyme alone for no effect
Mtb FBA inh: inhibits M. tuberculosis FBA enzyme. P9WQA3. purified M. tuberculosis FBA, fluorescence read-out. inhibition, % at 1 µM. actives 2.3% (n = 360,000); in the data active = inhibition above about 27%;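 note: 0% = vehicle and 100% = reference inhibitor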
Target sequence (P9WQA3 whole entry, looked up): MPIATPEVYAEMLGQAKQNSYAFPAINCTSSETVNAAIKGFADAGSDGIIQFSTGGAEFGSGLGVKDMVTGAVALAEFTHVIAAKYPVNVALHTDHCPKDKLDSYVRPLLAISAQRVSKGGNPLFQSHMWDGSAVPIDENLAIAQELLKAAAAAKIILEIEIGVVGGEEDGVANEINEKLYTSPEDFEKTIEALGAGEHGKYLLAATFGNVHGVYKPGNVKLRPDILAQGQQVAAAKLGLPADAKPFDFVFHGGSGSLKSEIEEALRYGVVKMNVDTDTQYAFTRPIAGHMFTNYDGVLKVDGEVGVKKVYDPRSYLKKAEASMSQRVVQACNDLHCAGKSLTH
Starred values were filed as active, the others as inactive; u = inconclusive; x = not tested or not shown; + = active, no number.

Compound	PrPC TRFRET	MazF activator	Mtb BioA inh	Mtb UGM inh	Rv3671c inh	FadD28 FP inh	GDH-TPI inh	BoNT F protease	Mtb FBA inh
COc1ccc(S(=O)(=O)NC(Cc2cnc[nH]2)C(=O)O)cc1 (stereo not given)	-3	-3	-0.7	0.1	-10	-2.3	5	3	3
COc1ccc(CCNC(=O)CC2SC(=NCc3ccccc3OC)NC2=O)cc1 (stereo not given)	6	-10	x	2.3	-7	-1.5	4	-2	5
COc1cccc(CN(C)C(=O)CSC(C)C(=O)Nc2cc(C)on2)c1OC (stereo not given)	-3	-2	0.1	-2.6	1	-3.6	2	1	-3
C/C(=N\NC(=O)c1nnn(-c2nonc2N)c1C(C)C)c1ccncc1	2	4	0.2	0.0	-12	0.3	3	33	0
O=C(NCCc1ccccc1)C1CCC(Cn2c(=O)c3ccccc3n(Cc3cccc(Cl)c3)c2=O)CC1 (stereo not given)	-10	-1	-1.3	-2.7	-1	-2.7	6	-1	0
COc1ccc(CNCC(O)(c2ccccc2)c2ccc(Cl)cc2)cc1 (stereo not given)	10	8	0.0	1.4	-5	-2.2	-2	-14	7
CCc1nc2c(OCc3c(C)noc3C)cccn2c1N(C=O)Cc1ccc(OC)cc1	0	x	8.1	x	x	-3.5	-4	-1	-2
Cc1cc(C)n2nc(C(=O)NCC(=O)Nc3ccc(F)c(F)c3)nc2n1	-1	-5	x	2.1	-3	-1.7	5	-2	-1
COc1ccc(C2=Nn3c(nnc3-c3ccc(OC)cc3)SC2)cc1	6	5	2.0	0.2	-13	-3.2	21	-6	2
CCOC(=O)Nc1ccc(S(=O)(=O)Nc2onc(C)c2C)cc1	1	7	-0.3	-1.7	0	-0.7	0	-11	3
CSc1ccc(CN2C(=O)C(C)ON=C2c2ccccc2F)cc1 (stereo not given)	0	x	-0.8	x	x	-4.0	5	-6	0
O=C(O)/C=C/c1cn(-c2ncc(C(F)(F)F)cc2Cl)c2ccccc12	2	-2	0.0	-2.1	-6	-3.6	26	6	-2
Cc1c(C)n2c3c(cccc13)CC2	2	10	-0.7	0.9	2	-2.7	-6	-1	-4
COc1ccccc1OCCNC(=O)c1ccco1	-2	1	-0.9	-2.9	1	-0.6	3	-8	1
CCN1/C(=C\C=C(C(C)=O)C(C)=O)Sc2ccccc21	-33	-297	x	-8.1	6	0.9	-2	1	-42
CCC1CCCCN1S(=O)(=O)c1ccc([N+](=O)[O-])cc1 (stereo not given)	-51	-27	-1.1	-0.1	5	-0.7	21	u	1
CC(C)COc1ccc(C(=O)N(Cc2ccco2)C2CCS(=O)(=O)C2)cc1 (stereo not given)	1	-11	-1.2	-1.9	8	-2.4	-8	-10	1
C/C(CC(=O)N1CCN(C=O)CC1)=N\NC(=O)c1cccc([N+](=O)[O-])c1	-1	7	-0.4	0.2	3	-0.9	-3	-12	4
CCOc1ccc(N(C)S(=O)(=O)c2cnc[nH]2)cc1	-7	2	-1.5	0.6	0	-0.6	-8	1	0
O=C(CCS(=O)(=O)c1ccccc1)Nc1nc(-c2ccccn2)cs1	-11	5	0.0	-3.9	3	-3.9	3	-11	-4

Four neighbouring compounds already listed, for reference:
Compound	PrPC TRFRET	MazF activator	Mtb BioA inh	Mtb UGM inh	Rv3671c inh	FadD28 FP inh	GDH-TPI inh	BoNT F protease	Mtb FBA inh
COc1ccc(S(=O)(=O)NC(Cc2cnc[nH]2)C(=O)O)cc1 (stereo not given)	-3	-3	-0.7	0.1	-10	-2.3	5	3	3
COc1ccc(CCNC(=O)CC2SC(=NCc3ccccc3OC)NC2=O)cc1 (stereo not given)	6	-10	x	2.3	-7	-1.5	4	-2	5
COc1cccc(CN(C)C(=O)CSC(C)C(=O)Nc2cc(C)on2)c1OC (stereo not given)	-3	-2	0.1	-2.6	1	-3.6	2	1	-3
C/C(=N\NC(=O)c1nnn(-c2nonc2N)c1C(C)C)c1ccncc1	2	4	0.2	0.0	-12	0.3	3	33	0

Continuation:
Compound	PrPC TRFRET	MazF activator	Mtb BioA inh	Mtb UGM inh	Rv3671c inh	FadD28 FP inh	GDH-TPI inh	BoNT F protease	Mtb FBA inh
C=C(C)C(=O)N1CC2(CC(c3cccc(NC(=O)/C=C\C=C/C)c3)=NO2)C[C@H]1C(N)=O (stereo not given in full)	3	-13	-1.9	0.0	-32	-4.5	-1	-1	-4
COc1ccc(C(=O)NCC(=O)OCC(=O)c2ccccc2Br)cc1OC	-4	-1	-1.8	x	x	-3.1	0	-1	-2
Cc1nonc1N1CCN(Cc2cn[nH]c2-c2ccc3c(c2)OCO3)CC1	-2	-2	1.9	-2.2	2	-3.2	-1	-3	3
O=C(COC(=O)c1cccc(Cl)c1)NC1CCCCCCC1	-3	4	-1.7	3.0	-1	-3.7	1	-10	-1
COCC(C)N=C1NN=C(c2c[nH]c3ccccc23)CS1 (stereo not given)	-9	4	x	-0.4	-8	-0.6	23	-1	-2
O=C1CN=C(c2cc([N+](=O)[O-])ccc2Cl)c2cc([N+](=O)[O-])ccc2N1	3	-7	0.2	-2.3	0	-1.5	4	0	2
CCOC(=O)c1nc(C)nc(Sc2n[nH]c(-c3cc(C(F)(F)F)cc(C(F)(F)F)c3)n2)c1C	-1	7	3.1	-2.3	-2	-2.1	1	u	3
Cc1cccc(NS(=O)(=O)c2ccc(C)c(C(=O)NCC(c3cccs3)N(C)C)c2)c1 (stereo not given)	5	-5	x	x	x	-0.4	-2	u	-3
CCOC(=O)CN(C(=O)c1ccccc1[N+](=O)[O-])C(C)(C)C	-4	6	x	-0.5	-6	0.2	1	-6	3
Cn1cccc1/C=N/NC(=O)C(O)c1ccccc1 (stereo not given)	-5	6	0.2	1.3	1	1.5	31*	u	-3
Cc1cc(NC(=O)CSc2nc(C)c(C)n2CC(C)C)no1	0	4	0.3	0.7	1	-1.6	7	3	3
CCC(C)C1C(C#N)=C(N)Oc2n[nH]c(-c3ccccc3)c21 (stereo not given)	-3	6	-0.4	2.6	-8	-5.4	2	-1	-3
N#Cc1cc(-c2ccccc2)nnc1Sc1ccccc1	5	8	-5.5	0.9	6	0.4	17	-7	6
O=C(Oc1ccccc1C(=O)N1CCOCC1)c1cccc(Br)c1	-1	3	5.9	-0.5	2	-3.4	14	-15	0
Nc1nonc1C(=O)N/N=C/c1cc2c(cc1[N+](=O)[O-])OCO2	-4	5	-3.8	2.6	-6	-0.5	8	-3	0
CCOC(=O)C1CCN(C(=O)c2ccco2)CC1	-8	10	-0.4	-0.7	-9	-3.9	-12	-8	7
COC(=O)c1ccc(C)c(NC(=O)c2c(-c3ccccc3)noc2C)c1	0	-2	-2.3	1.4	-5	-0.4	5	-3	3
CC(C)CN1C(=O)c2ccc(NC(=O)c3ccco3)cc2C1=O	-3	3	x	1.1	-5	0.5	7	2	7
NCCCC[C@H]1CNC(=O)C(=O)N1CCc1cccc(F)c1	-3	3	0.2	-0.3	-7	-4.3	9	-12	0
COCCNC(=O)c1cc2cc3ccc(OC)cc3nc2o1	-24	6	-0.9	2.1	-4	-3.2	22	12	+

A few values from the entries so far.
`C/C(=N\NC(=O)c1nnn(-c2nonc2N)c1C(C)C)c1ccncc1` in MazF activator has 4
`COCCNC(=O)c1cc2cc3ccc(OC)cc3nc2o1` in BoNT F protease has 12
`CC(C)CN1C(=O)c2ccc(NC(=O)c3ccco3)cc2C1=O` in MazF activator has 3

New compounds follow:
Compound	PrPC TRFRET	MazF activator	Mtb BioA inh	Mtb UGM inh	Rv3671c inh	FadD28 FP inh	GDH-TPI inh	BoNT F protease	Mtb FBA inh
Cc1cccc(/C=N/NC(=O)Cc2ccc(Cl)cc2)c1O	6	9	-1.0	0.7	8	-0.5	4	4	0
O=C(NCc1cccnc1)c1csc([C@H]2C[C@H](O)[C@@H](CO)O2)n1	3	x	2.0	x	x	-0.1	-3	1	0
CCN(CC)CCn1c(NCc2ccc3c(c2)OCO3)nc2ccccc21	9	3	3.3	-2.1	-2	-2.3	9	-2	0
COc1ccccc1N(CC(=O)NCc1ccco1)S(=O)(=O)c1ccc(C)cc1	-4	-12	-2.2	-3.2	4	0.9	-3	-5	0
Cc1cc(=O)[nH]c(-c2ccccc2)n1	6	4	-1.5	1.1	6	-2.6	-2	u	3
O=C(Cn1ncc2c1-c1ccccc1OC2)N1CCN(Cc2ccc3c(c2)OCO3)CC1	1	-2	6.1	0.2	-2	-0.2	-1	-2	1
Cc1c(C(=O)Nc2cccc(C(F)(F)F)c2)oc2ccc(S(=O)(=O)N3CCOCC3)cc12	-6	31	-11	-1.2	-5	-0.7	6	6	-1
Nc1ncnc2c1ncn2[C@@H]1O[C@H](C(=O)N2CCN(Cc3ccccn3)CC2)[C@@H](O)[C@H]1O	x	x	0.3	x	x	-0.8	x	-3	1
COc1ccc(-c2cc(C(=O)Nc3c(C)nn(Cc4ccccc4)c3C)no2)cc1	15	-9	-1.6	-1.3	-13	-0.9	2	-6	5
CCOc1ccc(C2CC(=O)NC3=C2C(=O)CCC3)cc1 (stereo not given)	-6	6	-0.9	-1.7	1	0.1	0	-8	4
Cc1coc2c(C)c3oc(=O)c(CCC(=O)NCCCN4CCCC4=O)c(C)c3cc12	-2	-8	-0.8	-1.5	6	-2.7	6	-2	10
O=C(CSc1nc(C2CC2)nc2ccccc12)N1c2ccccc2Sc2ccccc21	19	-7	-3.9	-2.9	-3	-1.3	15	1	0
Nc1ccc(N=Nc2ccccc2)cc1	-6	6	x	-2.3	6	1.1	4	2	-6
NC(=O)c1ccccc1OCC(=O)N1CCCC1c1ccc2c(c1)OCCCO2 (stereo not given)	7	1	3.3	x	x	1.0	9	-1	1
CN(C)Cc1c[nH]c2nc[nH]c(=O)c12	2	13	-1.8	x	x	-4.0	-6	0	-2
COc1cccc(CNC(=O)C(c2ccc(Cl)cc2)C(C)C)c1 (stereo not given)	4	-5	-0.7	-0.1	2	-9.9	-2	9	0
O=C(Cn1c(=O)oc2cc(S(=O)(=O)N3CCCC3)ccc21)NCc1ccccn1	5	-1	-0.8	0.6	0	-0.5	3	0	4
CCN(CCn1cccn1)C(=O)CCc1nnc(C2CCCCC2)o1	-7	-3	0.2	1.1	-8	-2.0	4	0	2
CCOc1cc(C(=O)Nc2ccc(S(=O)(=O)N3CCCCC3)cc2)ccc1OCC(=O)N1CCOCC1	2	-2	-1.4	-1.2	-3	-1.8	5	-6	-3
CCN(CC)C(=O)c1csc([C@@H]2O[C@H](CO)[C@H](O)[C@H](O)[C@H]2O)n1	-4	x	0.1	x	x	-3.1	6	-7	-1
CCCC(=O)Nc1nnc(SCC(=O)NCc2ccc3c(c2)OCO3)s1	-4	5	-1.3	x	7	-1.3	-1	40*	3
CN1CCN(C(=O)c2ccccc2-c2nc(-c3ccc(Cl)cc3)no2)CC1	-2	-4	-0.2	-0.7	0	-2.4	7	-12	0
O=C(CN1CCN(C(=O)c2ccc(-c3nc4ccccc4s3)o2)CC1)Nc1ccc(F)cc1	-10	6	1.7	2.1	-14	-4.4	22	x	1
Cc1ccc(N=C2NC(=O)/C(=C/c3cccn3C)S2)cc1	-6	-2	-1.2	-2.3	-9	-3.5	5	u	-7

Entries of single compounds, quoted from the list. Values in the order: PrPC TRFRET, MazF activator, Mtb BioA inh, Mtb UGM inh, Rv3671c inh, FadD28 FP inh, GDH-TPI inh, BoNT F protease, Mtb FBA inh
Record of CCCC(=O)Nc1nnc(SCC(=O)NCc2ccc3c(c2)OCO3)s1 → -4, 5, -1.3, x, 7, -1.3, -1, 40*, 3
Record of Cc1ccc(N=C2NC(=O)/C(=C/c3cccn3C)S2)cc1 → -6, -2, -1.2, -2.3, -9, -3.5, 5, u, -7
Record of CN1CCN(C(=O)c2ccccc2-c2nc(-c3ccc(Cl)cc3)no2)CC1 → -2, -4, -0.2, -0.7, 0, -2.4, 7, -12, 0
Record of O=C(CN1CCN(C(=O)c2ccc(-c3nc4ccccc4s3)o2)CC1)Nc1ccc(F)cc1 → -10, 6, 1.7, 2.1, -14, -4.4, 22, x, 1

Screening data as filed in PubChem BioAssay.
